Screening results: PubChem, National Center for Advancing Translational Sciences (NCATS)
ELG1 DNA repair: ELG1-dependent DNA repair inhibition; HEK293T ELG1-luciferase reporter, luminescence, 16 h; DNA damage induced by 5-fluorouridine; Potency, µM (highest dose often 46.1 µM), for inactives: at the highest dose activity change, negative = inhibition, actives largely listed as inhibitors; 2.3% of 330,000 active; AID 504467; further: potency means the concentration at half of the fitted maximal effect; on the % scale 0 is the no-effect control and ±100 the full control effect; nearly all actives have a fitted effect of over 55% in size
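HEK293T cells expressing luciferase-tagged ELG1 (2,000/well) received 5-Fluorouridine plus compound or DMSO for 16 hr at 37 °C. Luciferase was read by ONE-Glo luminescence after 30 min at room temperature.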
Tb PFK inh: T. brucei PFK enzyme inhibition; O15648; AID 485367; 0.17% of 330,000 active; Potency, µM (series often up to 57.5 µM), for inactives: at the top dose activity, negative = inhibition, most hits filed as inhibitors; T. brucei PFK, ADP-Glo luminescence;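 further: potency means the concentration at half of the fitted maximal effect; 0% = uninhibited 1x PFK enzyme wells and -100% = no-enzyme wells; nearly all actives have a fitted effect of over 60% in size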
Target sequence (O15648 whole entry, looked up): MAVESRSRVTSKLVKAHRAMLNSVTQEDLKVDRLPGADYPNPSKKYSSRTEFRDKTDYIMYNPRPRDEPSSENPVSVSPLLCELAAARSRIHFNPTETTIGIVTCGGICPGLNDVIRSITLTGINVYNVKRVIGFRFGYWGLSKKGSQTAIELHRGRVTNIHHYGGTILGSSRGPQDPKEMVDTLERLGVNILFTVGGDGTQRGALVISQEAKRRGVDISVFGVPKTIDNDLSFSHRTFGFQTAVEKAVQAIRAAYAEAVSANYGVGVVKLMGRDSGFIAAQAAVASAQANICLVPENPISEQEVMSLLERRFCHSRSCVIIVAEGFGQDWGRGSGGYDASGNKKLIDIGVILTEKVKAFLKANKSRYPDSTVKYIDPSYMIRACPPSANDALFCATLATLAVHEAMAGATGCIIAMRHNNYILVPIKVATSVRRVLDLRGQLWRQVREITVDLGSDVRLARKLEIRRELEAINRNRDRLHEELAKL
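1.25 nM PFK with 0.5 mM F6P and 0.1 mM ATP in 0.1 M TEA pH 8.0, 5 mM MgCl2, incubated 45 min at room temperature; ADP measured by ADP-Glo luminescence; compounds titrated up to 57 uM.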
Chronic BCR inh: blocks chronic active B-cell receptor signaling; 0.05% of 340,000 active; Potency, µM (top dose mostly 46.1 µM), without a hit: top-dose ratio change, negative = lower green/red ratio, most hits filed as inhibitors; ABC-DLBCL IkBa-CBG/CBR reporter, luminescence ratio, 4 h; AID 493014; active means well fitted inhibition curve with a large enough effect in the signal ratio, with a control signal flat, not every such curve was filed as active; inconclusive means small, poorly fitted or top-dose-only effect, or effect the other way, or a change in a side signal; the % refers to the signal ratio;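 further: potency means the concentration at half of the fitted maximal effect; plate controls were basal doxycycline-induced cells for no effect and cells given 10 µM MG132 for full effect; MG132 reads +100%, hits lower the ratio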
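Doxycycline induced both beetle luciferases in TMD8 lymphoma cells; IKK-driven degradation limits the IkappaBalpha-fused green signal, while red luminescence normalises for cell number and nonspecific effects. Compounds tested up to 46 uM, 4 hrs.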
Eya2 phos inh: inhibitors of human Eya2 phosphatase activity. recombinant Eya2, OMFP fluorescence dephosphorylation (OMFP is methylfluorescein phosphate). Potency, µM (series often up to 76.9 µM), for the others: at the top dose activity, negative = inhibition, usual class: inhibitors. AID 488837. 0.006% of 330,000 active; further: potency means the concentration at half of the fitted maximal effect; on the % scale 0 is the no-effect control and ±100 the full control effect
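Eya2 protein (added as 0.2 uM solution) was preincubated with compound for 10 min at ambient temperature in 50 mM HEPES pH 7.5, 50 mM NaCl, 5 uM MgCl2, 0.05% BSA, 1 mM DTT. OMFP (added at 50 uM) then reacted 10 min; fluorescence read at 485/525 nm.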
TSHR antagonist: human thyrotropin receptor antagonism | P16473 | activity change, negative = inhibition, % at 11.5 µM | 0.2% of 330,000 active | TSHR-expressing cells, TSH-stimulated cAMP HTRF, 2 h; hits give low values | AID 504810;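 active means activity change below a set negative limit, meaning inhibition stronger than a set level, cut at about -70% in these data; inconclusive means activity change between two set negative limits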; further: on the % scale 0 is the no-effect control and ±100 the full control effect
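Competitive HTRF cAMP read-out (cryptate anti-cAMP antibody, cAMP-d2; 30 min, room temperature) in freshly harvested TSHR cells. Compounds added before TSH at EC80 (4nM final), followed by 2 hours' incubation at 37 deg C.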
a7 integrin act: integrin-mediated muscular dystrophy alleviation activation; Potency, µM (highest dose often 38.3 µM), inactives show top-dose activation, actives largely listed as activators; 0.064% of 350,000 active; alpha7betagal myoblasts, beta-gal FDG fluorescence, 48 h;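 further: potency means the concentration at half of the fitted maximal effect; 100% = response of the positive control SU9516; nearly all actives have a fitted effect of over 60% in size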
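alpha7betagal+/- myoblasts (passage 13, 250/well) treated 48 h at 37C with compounds at 1:260 dilution of DMSO stock. Lysed, then beta-galactosidase activity read as FDG fluorescence (ex 480/em 540) after 30 min, with pre-read for autofluorescence.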
Mito fusion yeast: blocks mitochondrial division or promotes mitochondrial fusion; S. cerevisiae fusion-defective mutant growth rescue, CellTiterGlo 48 h; Potency, µM (top dose mostly 46.1 µM), without a hit: top-dose growth rescue (activation), actives largely listed as activators; 0.23% of 320,000 active;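 further: potency means the concentration at half of the fitted maximal effect; % of control where 0% means no effect; nearly all actives have a fitted effect of over 45% in size; temperature-sensitive fusion mutants such as fzo1-1 at 37 °C on non-fermentable ethanol glycerol medium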
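Growth-rescue viability read-out: after 48 h at the non-permissive 37C in glycerol/ethanol YPEG, yeast mitochondrial fusion mutants are measured by CellTiterGlo luminescence; compounds (23 nl pinned per well) restoring growth score as division inhibitors or fusion activators.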
TCR activator: T cell receptor activation | 330,000 tested, under 10 active | primary human leukocytes, anti-CD3, IL-2 HTRF, 48 h | Potency, µM (highest dose often 9.22 µM), for the others: at the highest dose activation of IL-2 secretion, most hits filed as activators; further: % of control where 0% means no effect
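48 hr co-incubation of compounds, a-CD3 beads and primary human leukocytes; IL-2 quantified homogeneously by HTRF with anti-IL-2 K and d2 conjugates.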
ASM inhibitor: human S-ASM enzyme inhibition; AID 504937; placental ASM, HMU-PC fluorogenic substrate, 60 min; Potency, µM (titrated, usually from 57.5 µM), for the others: at the highest dose activity change, negative = inhibition, hits mostly inhibitors; 0.006% of 340,000 active; further: potency means the concentration at half of the fitted maximal effect
Target sequence (P17405 47-631 limits assumed): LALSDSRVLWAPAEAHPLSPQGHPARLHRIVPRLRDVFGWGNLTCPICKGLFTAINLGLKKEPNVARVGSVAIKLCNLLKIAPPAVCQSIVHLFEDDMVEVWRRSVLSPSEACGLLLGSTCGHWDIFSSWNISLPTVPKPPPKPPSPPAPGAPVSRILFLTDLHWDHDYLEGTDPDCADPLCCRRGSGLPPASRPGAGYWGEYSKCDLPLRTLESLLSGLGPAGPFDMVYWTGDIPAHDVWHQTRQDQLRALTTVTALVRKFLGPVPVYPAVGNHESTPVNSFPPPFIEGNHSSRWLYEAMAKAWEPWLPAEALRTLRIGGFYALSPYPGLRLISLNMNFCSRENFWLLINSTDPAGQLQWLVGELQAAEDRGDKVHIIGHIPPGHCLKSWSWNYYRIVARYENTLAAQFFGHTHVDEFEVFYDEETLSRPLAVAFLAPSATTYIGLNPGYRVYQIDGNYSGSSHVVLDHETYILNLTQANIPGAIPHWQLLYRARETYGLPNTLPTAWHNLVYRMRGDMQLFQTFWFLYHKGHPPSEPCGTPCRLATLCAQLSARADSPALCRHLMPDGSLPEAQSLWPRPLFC
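HMU-PC0 cleavage (9 uM final) by human placental ASM, 60 min at 37 °C following 10 min compound exposure at RT; stopped at pH 10, fluorescence Ex 386/Em 447 nm.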
AT treatment: potential ataxia-telangiectasia treatment | […] A-T fibroblasts, KAP-1 phosphorylation AlphaLISA; neocarzinostatin DNA damage 30 min before lysis | Potency, µM (series often up to 57.5 µM), for the others: at the highest dose activation, actives largely listed as activators | 0.19% of 320,000 active | AID 485349; further: potency means the concentration at half of the fitted maximal effect; % of control where 0% means no effect; nearly all actives have a fitted effect of over 45% in size
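ATM-like activity read as KAP-1 phosphorylation via AlphaLISA donor/acceptor antibody pairs after lysis and 6 hr at 25C. Cells were ATM-null patient fibroblasts ([…], hTERT), dosed 60 min, then exposed to the DSB inducer NCS for 30 min.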
PTAP TSG101 blk: blocks PTAP/TSG101 interaction to inhibit HIV-1 budding; Potency, µM (doses to about 115 µM), for inactives: top-dose activity change, negative = inhibition, usual class: inhibitors; Fluorescence polarization, FITC-PTAP peptide / Tsg101 binding; Q99816; 340,000 tested, under 10 active; active means well fitted inhibition curve with a large enough effect in the main read-out, with a control signal flat, not every such curve was filed as active; inconclusive means small, poorly fitted or top-dose-only effect, or effect the other way, or a change in a side signal; inactive means no such curve, though single readings can be large or run the other way; further: potency means the concentration at half of the fitted maximal effect; % of control where 0% means no effect
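Tsg101 binding domain (10 uM final) was mixed with compound and a FITC-labeled PTAP peptide (50 nM final) in HEPES pH 7.5 buffer with NaCl, Tween 20, EDTA and TCEP; fluorescence polarization was read after 20 min at r.t.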
An asterisk follows results filed as active; ? = inconclusive; · = no result given; [ ] = dose if it differs, or a comment. Unless noted, the call rests on the fitted dose curve; in most records, active means well fitted curve in the direction sought with a large enough effect; inconclusive means small, poorly fitted or top-dose-only effect, or another doubt; inactive means no such curve, though single readings can be large; an effect the other way counts as inactive or inconclusive. Rows are unselected; any-hit rate near 3.2%.

Under each structure: ELG1 DNA repair	Tb PFK inh	Chronic BCR inh	Eya2 phos inh	TSHR antagonist	a7 integrin act	Mito fusion yeast	TCR activator	ASM inhibitor	AT treatment	PTAP TSG101 blk
#1 Cn1c(=O)c2c(nc(N/N=C/c3ccc(OC(=O)c4ccco4)cc3)n2Cc2ccccc2)n(C)c1=O
→ 20.6µM*	-1.2%	4.8%	-2.1%	-14.2	8.9%	?	-1.2%[46.1 µM]	?	-5.3%	0.3%
#2 COC(=O)c1ccc(CN2CCCC(C(=O)c3ccccc3OC)C2)cc1 (stereo not drawn)
→ -4.1%	2.5%	-2.4%	-1.8%	1.6	-13.1%	-0.3%	9.6%	0.6%	-7.8%	-7.2%
#3 COc1ccccc1NC(=O)c1cc2c(cc1Cl)N1CCCCCC1=NS2(=O)=O
→ -4.1%	-2.2%	1.4%	-0.4%	-11.4	0.0%	·	-2.5%[46.1 µM]	-3.1%	-8.3%	0.1%
#4 Cc1ccc(C(=O)OCC(=O)NCCN2C(=O)CSC2=O)cc1[N+](=O)[O-]
→ 10.2%	-4.4%	-1.7%	10.0%	·	13.9%	·	-0.9%	-0.1%	18.1%	-4.5%
#5 CC(C)N1C(=O)S/C(=C/c2ccc3c(c2)n(C)c(=O)n3C)C1=O
→ ?	-2.2%	?	18.6%	-11.6	16.1%	-2.3%	-5.0%	4.5%	1.0%	-2.8%
#6 CCOc1ccc(NC(=S)NCCCN2CCN(c3ccc(OC)cc3)CC2)cc1
→ ?	-1.0%	7.6%	4.0%	-17.7	15.1%	-0.6%	1.3%	3.5%	-5.3%	-0.8%
#7 COC(=O)c1cc(NC2c3ncccc3C(=O)N2Cc2ccccc2)cc(C(=O)OC)c1 (stereo not drawn)
→ -6.9%	1.7%	-3.1%	-7.0%	1.3	9.9%	7.0%	14.5%	-2.6%	-1.7%	-4.1%
#8 O=C1CC(c2ccccc2)Cc2nc(NC3CC3)ncc21 (stereo not drawn)
→ -8.1%	-0.3%	-14.5%	6.0%	6.0	-3.0%	-2.2%	-4.5%	-2.1%	3.7%	-0.7%
#9 Cc1ccc(S(=O)(=O)CC(=O)N(CCCN(C)C)c2nc3ccc(C)cc3s2)cc1
→ ?	-3.9%	-4.9%	-2.3%	7.1	-25.2%	11.3%	-10.4%	-2.3%	0.9%	1.6%
#10 COc1ccc(NC(=O)C2CCCN2C(=O)OCc2ccccc2)cc1 (stereo not drawn)
→ -4.5%	0.3%	-12.6%	0.2%	0.3	8.0%	2.2%	-2.9%	-4.3%	-4.6%	-5.2%
#11 O=C(CSc1c(Cl)cccc1Cl)N1CCC(c2nc3ccccc3s2)CC1
→ ?	-0.6%	-4.9%	3.8%	-25.9	-10.1%	-6.7%	-0.1%	-10.9%	2.9%	-6.7%
#12 CCOC(=O)C1CCN(Cc2ccc(F)cc2)CC1
→ 7.6%	-0.6%	-9.9%	6.9%	-4.6	1.9%	1.1%	0.1%[46.1 µM]	1.7%	1.2%	-9.6%
#13 O=C(Cn1ccsc1=NC(=O)C(F)(F)F)c1ccccc1
→ ?	-4.4%	5.2%	-27.9%	1.5	-1.6%	-5.2%	4.2%	-1.1%	0.6%	-1.9%
#14 Cc1nnc(SCC(=O)N2CC(=O)Nc3ccccc32)n1-c1ccccc1
→ 0.9%	-0.7%	-1.1%	-8.7%	4.3	41.2%	4.3%	-1.4%	10.9%	0.7%	-4.5%
#15 CCC(=O)OCC(=O)Nc1cc(C)c(C)cc1[N+](=O)[O-]
→ 10.6%	-0.7%	-3.0%	7.1%	-9.6	13.6%	-0.8%	0.8%[46.1 µM]	-0.2%	1.8%	-3.9%
#16 Cc1cccc(NC(=O)NNC(=O)COc2ccc([N+](=O)[O-])cc2)c1C
→ -4.7%	4.5%	-0.8%	4.8%	0.2	18.6%	-3.3%	4.9%	3.6%	-0.9%	0.3%
#17 Cc1cc(SCC(=O)Nc2ccc(O)cc2)n2nc(C)c(-c3ccccc3)c2n1
→ ?	-0.6%	?	6.8%	-4.5	-54.5%[inhibitor]	4.7%	2.2%	-5.2%	1.2%	6.4%
#18 O=C(CCN=C1NS(=O)(=O)c2ccccc21)OCC(=O)c1ccccc1
→ 9.5%	-5.3%	6.4%	-2.6%	·	-2.7%	0.0%	-41.0%	0.2%	-2.1%	-0.7%
#19 S=c1[nH]nc(-c2ccccn2)n1/N=C/c1c(Cl)cccc1Cl
→ -1.0%	0.7%	-0.3%	-29.6%	-3.3	-17.3%	1.1%	4.3%	-0.4%	-0.8%	-1.3%
#20 Cc1ccccc1CN1CCN(Cc2cc3ccccc3o2)CC1CCO (stereo not drawn)
→ 14.4%	-1.4%	-1.0%	-1.5%	-4.8	-35.5%	-4.0%	6.9%	2.9%	3.4%	-3.5%
#21 CSS(=O)(=O)c1cccc2cccnc12
→ ?	16.9µM*	?	?	-35.7	-39.6%	1.8%	-1.5%	0.4%	-13.5%	-3.4%
#22 Cc1cccn2cc(-c3ccc(F)cc3)nc12
→ ?	-4.0%	-10.1%	3.0%	-10.1	8.4%	-3.9%	0.5%	-2.9%	9.5%	-2.2%
#23 CC(C)CNS(=O)(=O)c1ccc(CCC(=O)Nc2ccc3c(c2)OCCO3)cc1
→ -0.5%	-0.7%	9.4%	18.7%	-4.0	12.7%	-2.7%	10.5%	1.1%	5.1%	-0.6%
#24 CCc1ccc(OCCCC(=O)Nc2ccc(S(=O)(=O)Nc3cc(C)nc(C)n3)cc2)cc1
→ -1.8%	3.7%	-1.2%	-10.1%	-5.7	1.6%	-5.8%	-0.5%	-17.0%	1.1%	-3.5%
#25 COC(=O)CCCC(=O)Nc1ccc(Cl)c(Cl)c1
→ -1.0%	-13.8%	?	-21.2%	-18.7	15.0%	-6.0%	-3.0%[46.1 µM]	0.9%	4.3%	-5.9%
#26 Cc1ccc(NC2=NCC(=O)N2c2ccc3c(c2)OCCO3)c(C)c1
→ 1.5%	14.3%	-0.4%	-7.6%	-0.3	4.9%	-2.5%	-4.6%[46.1 µM]	6.3%	-0.9%	-0.1%
#27 COc1ccccc1NS(=O)(=O)c1cc([N+](=O)[O-])ccc1N/N=C/c1c(C)[nH]c2ccccc12
→ ?	2.1%	5.4%	-1.9%	-6.5	-43.6%	-0.4%	-0.3%	-15.1%	0.3%	9.0%
#28 CCOC(=O)c1nnn(-c2nonc2N)c1CN(CC)CC
→ 9.0%	-6.5%	-1.7%	18.5%	14.5	1.2%	-1.9%	-7.3%	2.6%	-1.8%	-2.7%
#29 CNC(=O)c1ccc(Nc2nnc(-c3ccc(O)cc3)c3ccccc23)cc1
→ ?	-4.3%	?	-12.4%	-20.5	-5.4%	3.7%	3.3%	56.4%[activator]	1.0%	-0.9%
#30 Cc1cc(-c2nc(C)c(-c3nnc(SCC(=O)Nc4ccccc4)n3C)s2)no1
→ -1.1%	0.4%	9.2%	-4.6%	-2.2	6.9%	-3.6%	27.9%	29.9%	-2.3%	0.4%

Single values from the entries so far:
Under PTAP TSG101 blk, CCc1ccc(OCCCC(=O)Nc2ccc(S(=O)(=O)Nc3cc(C)nc(C)n3)cc2)cc1 reads -3.5%
Under ASM inhibitor, CCOc1ccc(NC(=S)NCCCN2CCN(c3ccc(OC)cc3)CC2)cc1 reads 3.5%
Under Chronic BCR inh, O=C(CCN=C1NS(=O)(=O)c2ccccc21)OCC(=O)c1ccccc1 reads 6.4%

With a hit mark in Tb PFK inh (from the list above):
entry	structure	Tb PFK inh	Eya2 phos inh	TSHR antagonist	a7 integrin act	TCR activator	ASM inhibitor	PTAP TSG101 blk
21	CSS(=O)(=O)c1cccc2cccnc12	16.9µM*	?	-35.7	-39.6%	-1.5%	0.4%	-3.4%
